Screens deposited in PubChem by several laboratories.
PfHsp90 set2 = inhibits growth of yeast expressing Plasmodium falciparum Hsp90. S. cerevisiae expressing PfHsp90, BacTiter-Glo ATP, 48 h; yeast lacking PDR1 and PDR3 efflux regulators. inhibition, % at 9.4 µM. hit rate 0.32% among 310,000. AID 504621;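 active = every replicate shows inhibition above about 80%, whatever the replicate mean, limit read from the data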;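 also: 0% = DMSO neutral controls and 100% = 20 µM radicicol positive controls; yeast relying on Plasmodium falciparum Hsp90 in place of its own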
MOR-DOR ag = OPRM1-OPRD1 heterodimerization agonism; P35372+P41143; cells, luminescence; activation, % at 9.3 µM; hit rate 0.3% among 340,000; in the data active = activation above about 18%;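 also: 0% = vehicle-treated cells and 100% = reference agonist; values of inactives mirror those of a sister screen read the other way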
HTR5A ag ctr = counter-screen for OPRM1-OPRD1 agonists: human HTR5A agonism; P47898; HTR5A agonist assay, luminescence, cell-based; activation, % at 9.3 µM; hit rate 0.61% among 340,000; AID 504692; in the data active = activation mostly above about 9.5%, no sharp cut-off; inactive = mostly below about 7.6%;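 also: 0% = cells with vehicle only and 100% = reference agonist; strong numbers were not always called active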
Target sequence (P47898 whole entry, looked up): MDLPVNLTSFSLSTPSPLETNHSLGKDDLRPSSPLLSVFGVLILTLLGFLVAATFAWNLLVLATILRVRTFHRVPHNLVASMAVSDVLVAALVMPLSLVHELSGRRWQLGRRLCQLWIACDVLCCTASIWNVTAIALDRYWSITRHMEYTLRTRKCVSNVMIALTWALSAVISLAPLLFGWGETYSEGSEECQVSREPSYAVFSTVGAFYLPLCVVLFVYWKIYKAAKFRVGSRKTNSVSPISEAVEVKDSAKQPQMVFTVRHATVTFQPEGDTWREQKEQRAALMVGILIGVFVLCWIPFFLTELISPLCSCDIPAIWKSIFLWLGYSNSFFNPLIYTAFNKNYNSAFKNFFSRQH
MOR-DOR inv ag = inverse agonists of human mu-delta opioid receptor heterodimerization; cell-based MOR-DOR heterodimer luminescence, inverse agonism; inhibition, % at 9.3 µM; hit rate 0.21% among 340,000; in the data active = inhibition above about 22%, passing the limit was not always enough;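 also: 0% = cells with DMSO and 100% = wells without cells with DMSO; values of inactives mirror those of a sister screen read the other way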
phage Ecoli inh = E. coli growth loss with phage present. growth absorbance. inhibition, % at 11.9 µM. hit rate 0.26% among 360,000; in the data active = inhibition above about 11%
E coli growth = counter-screen for AddAB inhibitors: E. coli growth inhibition; E. coli V3065 growth, OD600 absorbance, 18 h; hit rate 0.27% among 330,000; AID 449728; inhibition, % at 11.9 µM;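 active = inhibition above the campaign's mean inhibition across all tested compounds plus 3 SD, cut at about 9.9% in these data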;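 also: uninfected addAB+ strain grown without phage in ampicillin broth; 0% = DMSO wells and 100% = ciprofloxacin 0.95 µg/ml wells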
AddAB inh = less growth of phage-infected E. coli with AddAB. E. coli expressing H. pylori AddAB, absorbance growth. inhibition, % at 11.9 µM. hit rate 0.29% among 330,000. AID 435030; in the data active = inhibition above about 12%;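 also: 0% = vehicle wells of infected cells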
HTR5A inv ctr = counter-screen for OPRM1-OPRD1 inverse agonists: human HTR5A inverse agonism. hit rate 0.083% among 340,000. HTR5A cell line, luminescence. AID 504634. inhibition, % at 9.3 µM. P47898; in the data active = inhibition mostly above about 23%, no sharp cut-off; inactive = mostly below about 18%;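 also: 0% = cells with DMSO and 100% = no-cell wells with DMSO; some compounds called inactive have numbers as strong as hits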
Mot1-301 SUMO = SUMOylation pathway inhibition by Mot1-301 growth rescue | S. cerevisiae Mot1-301 growth rescue, ATP luminescence, 38.5C; percent above DMSO median, 100 means doubled | growth rescue, % at 18.8 µM | hit rate 1% among 320,000;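 active = every valid replicate shows activation above 250% relative to neutral control wells; inactive = the rest, any valid replicate at or below 250%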;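 also: OY570 slx delta 5 strain wells were the positive control but not used for scaling; some compounds called inactive have numbers as strong as hits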
PKA-R1A act = activators of PKA-R1A complex. activation, % at 11.4 µM. hit rate 0.083% among 340,000. PKA-R1A dissociation, Cy5-IP20 fluorescence polarization; scaled: DMSO 0%, 113 µM cGMP 100%. AID 504707. P00514+P68181;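 active = percent activation above the mean of all tested compounds plus 3 SD, cut at about 19% in these data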;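 also: higher means more PKAc released from R1A so a rise in polarization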
DSG3 Ab inh = blocks pemphigus antibody binding to human desmoglein-3; DSG3-coupled beads, scFv-anti-DSG3-GFP binding, flow cytometry; active compounds read low; binding (percent of control), % at 10 µM; hit rate 0.48% among 310,000;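 active = binding more than 3 SD below its plate's average and above zero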;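 also: hits lower antibody fragment binding to DSG3; some compounds called inactive have numbers as strong as hits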
The depositor's hits bear a star; . = not tested or not shown. An unsorted share of the library; 3.2% or so of the library scored in one or more.

SMILES	PfHsp90 set2	MOR-DOR ag	HTR5A ag ctr	MOR-DOR inv ag	phage Ecoli inh	E coli growth	AddAB inh	HTR5A inv ctr	Mot1-301 SUMO	PKA-R1A act	DSG3 Ab inh
Cc1ccccc1C(=O)c1cccn1CC(=O)O	-5	-1.4	-2	8	2.5	3.2	2.2	0	-3	-9	102
COc1ccc(/C=C/C(=O)OC2CCCN(C)C2)cc1 (configuration not stated)	0	-0.5	0	4	1.9	1.6	2.5	-1	-2	-7	99
CCCCC(=O)Nc1cc(C)c(NC(=O)c2ccco2)cn1	-7	-1.9	-1	9	1.8	0.3	3.6	3	0	4	99
Cc1cccn2c(=O)c(C=NCCO)c(NCc3ccco3)nc12	2	-2.3	3	13	1.6	-2.0	0.5	-19	-4	5	101
c1cncc(-c2noc(C34CC5CC(CC(C5)C3)C4)n2)c1	-25	1.2	4	-7	0.9	-2.7	1.3	8	-14	7	102
COc1cc(/C=N/N2CCN(c3ccccc3)CC2)cc(OC)c1OC(C)=O	9	0.1	7	0	0.3	0.7	0.2	-28	-1	3	95
O=C(NCc1ccco1)C1(c2ccccc2)CCCC1	21	-2.1	-5	12	1.4	-0.6	-4.0	5	-4	-3	96
O=C(COc1ccc2ccc(=O)oc2c1)Nc1c(Cl)cccc1C(F)(F)F	-1	-2.6	-1	14	1.5	0.2	-2.7	-1	-5	-3	100
CCCn1c(=O)[nH]c(=O)c2c1nc(-c1ccc(OC(F)F)c(OC)c1)n2CCOC	-6	2.0	1	-11	2.3	0.8	1.1	-5	1	3	93
FC(F)(F)c1cnc(COc2cc(Cl)cc(Cl)c2)c(Cl)c1	4	-0.5	-2	2	4.2	-2.7	-1.0	6	2	-6	.
CC(C)(C)c1ccc(-c2nc(NCc3cccnc3)c3ccccc3n2)cc1	16	-1.1	4	6	1.6	0.4	1.6	-4	8	-6	130
Cc1ccc(S(=O)(=O)N2CCC(=O)N(CCOCc3cccc(C(F)(F)F)c3)CC2)cc1	7	0.7	0	-4	-1.0	-2.6	-1.9	-1	0	-5	101
Cn1nc([N+](=O)[O-])nc1Oc1ccc(C(C)(C)C)cc1	-34	0.3	1	-2	4.2	0.1	0.2	2	66	-2	87
OCCC1CN(Cc2ccncc2)CCN1C1CCCC1 (configuration not stated)	-5	-0.9	3	6	3.2	0.7	4.5	6	9	2	102
Cc1cc(Cl)ccc1N(CC(=O)NCc1ccc2c(c1)OCO2)S(C)(=O)=O	9	.	.	.	3.3	0.1	-0.5	.	1	.	.
CCOc1cc(-c2nc(C)c(C(C)=O)n2O)ccc1OCC(=O)Nc1cccc(C)c1	1	-1.8	-3	9	1.3	-2.7	2.9	9	16	0	102
CSC(=NCc1ccco1)NC#N	1	-2.3	1	12	-1.2	-2.4	3.5	8	19	-2	100
CC(=O)c1cnc2cc(-c3cccc(Br)c3)nn2c1C	17	-1.6	-2	9	2.4	0.3	0.1	5	-22	-2	96
COC(=O)c1sc(NC(=O)COc2c(C)cccc2C)nc1C	-67	1.8	-2	-8	3.4	0.8	0.1	6	-5	-12	104
CCc1ccc(NC(=O)CCc2nnc3ccc(N4CCC5(CC4)OCCO5)nn23)cc1	19	-3.0	-2	15	2.0	2.5	-0.5	2	363	0	.
Brc1ccc(-c2csc(NC3=NCCCCC3)n2)cc1	7	-1.2	5	6	4.0	-0.6	3.2	-19	172	-3	99
CCCCC(=O)Nc1ccc(NC(=O)c2cccs2)cn1	1	-3.2	0	15	2.9	-2.6	1.7	6	-7	7	98
COc1ccc2c(c1)CN(C)S(=O)(=O)c1ccccc1-2	-4	-3.6	3	17	1.7	1.6	0.6	-10	.	-2	99
COC(=O)c1c(NC(=O)c2ccc(S(=O)(=O)N3CCOCC3)cc2)sc2c1CCN(C(C)C)C2	-6	-1.3	0	7	4.4	0.5	-0.3	10	-4	-5	101
Cc1ccc(C(=O)C(C)N(C(=O)c2ccc(Cl)cc2Cl)N2C(=O)CCCC2=O)cc1 (configuration not stated)	14	-0.2	1	1	-2.0	-3.0	4.0	-3	-4	2	103
C=CCOc1c(Br)cc(/C=C2\SC(=Nc3ccccc3)NC2=O)cc1OC	0	-0.3	1	1	1.0	.	.	-4	-6	-4	92
S=C(NCc1ccco1)N1CCN(c2ccccn2)CC1	-3	-2.8	-2	14	2.9	-0.3	0.5	14	11	-13	102
COc1cnc(SCc2c(Cl)cccc2Cl)nc1Cl	7	6.0	-4	-32	4.1	-0.7	-0.1	-35	-17	-10	100
CC(C)(C)OC(=O)N(CCc1ccccc1)Cc1ccc(OCc2cccc(NC(=O)C3CCC3)c2)cc1	-8	-0.4	-1	2	2.3	.	.	4	.	1	96
Nc1[nH]ncc1-c1ccc(F)cc1	.	-1.1	1	7	4.4	0.6	2.4	-6	2	-8	84
Cc1c(C(=O)N/N=C/c2ccccc2)sc(=S)n1C	15	1.1	-1	-6	5.0	0.5	1.1	5	15	-15	110
CC(C)NC(=O)COc1ccc(S(=O)(=O)N2CCOCC2)cc1	15	-2.6	-1	16	3.1	-0.4	-0.2	-17	7	11	102
Cc1ccsc1/C=N/NC(=O)c1ccco1	-20	0.7	2	-4	4.5	3.6	2.7	-24	284	-4	124
Fc1ccc(C2=Nn3c(Cc4ccccc4)nnc3SC2)cc1	-12	-0.5	-3	3	-0.3	-2.3	0.3	-6	13	-3	81
Cc1ccc2cc(CN(Cc3nnnn3C3CCCC3)C3CCCCC3)c(=O)[nH]c2c1C	4	-1.1	1	5	3.4	.	.	-8	.	-1	130
COc1ccc(C(C)=O)cc1COC(=O)c1ccc(N)c([N+](=O)[O-])c1	-31	-2.3	-2	11	1.6	1.9	-0.2	5	-16	11	97
COC(=O)CC1C(=O)NC2CCCCC2N1C(=O)c1ccccc1 (configuration not stated)	-5	-0.4	-5	2	0.6	0.8	0.4	1	8	2	95
O=C(Nc1cc(Sc2ccccn2)cc([N+](=O)[O-])c1)c1cccc(F)c1	16	8.4	8	-45	2.4	-0.8	1.7	-10	-12	-3	99
CCOC(=O)C1CCCN(C(=O)c2cc(Nc3ccc(OC)cc3OC)nc3ccccc23)C1 (configuration not stated)	.	-2.0	1	12	1.6	-0.6	2.8	-3	-6	-12	105
COc1cc(OC)cc(C(=O)N[C@H](C(=O)Nc2cccc(S(=O)(=O)N3CCCC3)c2)C(C)C)c1	0	-2.0	6	10	2.0	-0.1	-2.5	-3	720*	-6	89
COc1ccc(-c2[nH]c(-c3ccc(C)cc3)nc2SCC(=O)Nc2nccs2)cc1	-2	-1.8	5	9	2.2	0.5	3.4	-23	-28	2	92
COc1ccc(-n2c(Cc3cccn3C)nnc2SCC(=O)Nc2ccc(C)c(Cl)c2)cc1	-5	6.3	6	-32	1.4	-0.3	3.6	-15	25	-17	111
Nc1cccc(-c2nc3ccc(N)cc3s2)c1	9	2.1	-3	-12	2.6	1.3	3.3	-6	62	3	109
O=C(CN1C(=O)COc2ccccc21)Nc1ccc(N2CCOCC2)cc1	-6	-5.2	-1	17	-0.4	2.1	1.3	6	17	-2	111
COc1cccc(-c2csc(N3CCN(CC(=O)NNC(=O)c4ccc(Cl)cc4)CC3)n2)c1	-42	-0.1	-4	0	0.5	-2.0	-0.9	10	-21	-15	87

Two entries from above, with values under each structure:
Below each compound: PfHsp90 set2 | MOR-DOR ag | HTR5A ag ctr | MOR-DOR inv ag | phage Ecoli inh | E coli growth | AddAB inh | HTR5A inv ctr | Mot1-301 SUMO | PKA-R1A act | DSG3 Ab inh
> O=C(COc1ccc2ccc(=O)oc2c1)Nc1c(Cl)cccc1C(F)(F)F
 : -1 | -2.6 | -1 | 14 | 1.5 | 0.2 | -2.7 | -1 | -5 | -3 | 100
> FC(F)(F)c1cnc(COc2cc(Cl)cc(Cl)c2)c(Cl)c1
 : 4 | -0.5 | -2 | 2 | 4.2 | -2.7 | -1.0 | 6 | 2 | -6 | .

(list continues)
SMILES	PfHsp90 set2	MOR-DOR ag	HTR5A ag ctr	MOR-DOR inv ag	phage Ecoli inh	E coli growth	AddAB inh	HTR5A inv ctr	Mot1-301 SUMO	PKA-R1A act	DSG3 Ab inh
CN(C)C(=O)c1ccc(Oc2ccc(C(=O)N(C)C)cc2)cc1	17	-0.2	1	1	-0.2	-0.1	1.0	-4	-11	-1	102
CCNc1ccc(S(=O)(=O)C(F)(F)F)cc1NC(=O)C12CCC(CC1)C2	.	1.1	0	-7	4.8	1.6	1.5	1	13	-5	100
O=c1cc(-c2ccccc2)n(S(=O)(=O)c2ccccc2)o1	16	-1.9	1	10	-0.3	1.9	-1.0	11	-20	3	110
CC(C)COc1ccc(C(=S)N2CCCC2)cc1	-16	1.1	0	-6	3.3	-3.7	3.3	8	2	-4	.
O=C(CCCOc1ccc(Cl)cc1Cl)NCC1CCCO1 (configuration not stated)	30	-1.2	0	7	3.2	-2.1	3.6	-1	.	-1	101
Cc1c(NCc2ccccc2O)c(=O)n(-c2ccccc2)n1C	6	-1.3	5	7	2.1	-0.3	2.8	6	-15	-3	89
Cc1ccc(S(=O)(=O)N(C)C)cc1NC(=O)CSc1nnc(C2CC2)n1C1CC1	1	-1.5	6	6	1.7	-0.3	-0.8	-15	16	15	.
C=CCNC(=O)/C(C#N)=C/c1c(N2CCN(c3ccccc3)CC2)nc2c(C)cccn2c1=O	18	-3.5	4	15	3.6	-0.3	0.6	-17	-4	2	92
COc1cc(C(=O)NC(=S)Nc2ccc(NC(=O)c3ccco3)cc2)cc(OC)c1OC	-11	16	11	-87	5.0	-1.2	0.1	-17	-1	0	124
Cc1ccc2cccc(Oc3cnccn3)c2n1	-17	0.3	6	-2	1.2	-2.2	-1.4	-22	18	7	98
CSc1nc(-c2ccccc2)c(-c2ccccc2)[nH]1	.	0.7	3	-4	0.5	-4.2	0.6	6	-2	-5	.
CC1CCc2c(sc3ncn(N)c(=N)c23)C1 (configuration not stated)	4	0.5	-1	-3	2.0	-1.6	-0.6	15	21	0	98
O=C1NC2(CCCCCC2)C(=O)N1Cc1ccccc1Br	-4	-2.0	8	11	0.4	1.0	0.3	-22	21	4	107
Cc1ccccc1OC(C)c1nc(-c2ccccc2)no1 (configuration not stated)	-13	11	1	-65	1.5	-0.2	-0.7	-3	-13	-8	.
CNC(=O)CSc1nnc(-c2ccco2)n1-c1cccc(C)c1C	-20	-0.5	8	2	3.8	-2.0	0.5	-22	23	-18	117
C=CCOC(=O)N1CCN(c2cccc(C(F)(F)F)c2)CC1	.	0.3	1	-1	1.1	1.9	0.4	-6	-1	-12	103
O=C(CCCc1cccs1)Nc1nccs1	-7	-0.8	0	4	3.0	0.9	0.9	0	-17	1	98
Cc1ccc(S(=O)(=O)N2CCCCC2)cc1NC(=O)CCNC(=O)c1ccccc1	8	-1.1	-2	5	-3.6	-2.6	-0.2	5	2	-6	90
O=C1NCCCC1C(=O)N/N=C/c1cc([N+](=O)[O-])ccc1O (configuration not stated)	-5	-3.6	-3	20	0.1	-1.4	1.3	9	10	-6	99
COc1ccc(/C=N/N2C(C)CCCC2C)cc1O (configuration not stated)	17	-1.3	2	6	2.1	-1.4	3.4	-6	-9	-1	101
C/C=C\C=C/C(=O)Nc1cccc(C2=NOC3(C2)C[C@@H](C(N)=O)N(C(=O)c2ccc(Cl)cc2)C3)c1 (some centres not stated)	22	-1.5	7	9	0.0	-0.5	1.3	-19	3	-10	104
